# HTT cytoprotect: Huntington cell model cytoprotection by ATP luminescence; PC12 HTT-Q103 induced, cytoprotection, ATP luminescence, 40 h; AID 1471; Potency, µM (titrated, usually from 56.4 µM), for inactives: cytoprotection (ATP increase), usual class: activators; actives 0.14% (n = 230,000);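 also: potency is read from the fitted curve at half-maximal effect; % of control where 0% means no effect; nearly all actives have a fitted effect of over 45% in size; toxic huntingtin expression switched on by the ecdysone agonist tebufenozide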
#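 PC12 cells stably carrying ecdysone-inducible Htt exon 1 (Q103)–GFP were induced with 100 nM tebufenozide (final) alongside library compounds in a dose series. Cytoprotection was scored as retained ATP by ATPlite luminescence.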
# Lamin A splicing: changes lamin A minigene splicing in HeLa cells | HeLa LMNA splicing GFP/RFP minigene ratio, 48 h | Potency, µM (highest dose often 46.1 µM), inactives show at the highest dose ratio change, negative = inhibition, usual class: inhibitors | actives 0.01% (n = 200,000) | AID 1487; active = well fitted inhibition curve with a large enough effect in the signal ratio, with a control signal flat, not every such curve was filed as active; inconclusive = small, poorly fitted or top-dose-only effect, or effect the other way, or a change in a side signal; the % refers to the signal ratio; also: potency is read from the fitted curve at half-maximal effect; % is scaled to controls: 0 for no effect and ±100 for the full control effect
#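 S3 HeLa cells stably expressing lamin A-EGFP splicing minigene plus DsRed2, 600 cells/well, 48 h compound exposure at 37C. Laser-scanning cytometry; analysed as GFP (500-530 nm)/RFP (575-640 nm) total intensity ratio; 0.5% DMSO vehicle.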
# KinaseGlo FLuc: blocks Kinase-Glo luciferase, a counter-screen artifact; Q27757; Kinase-Glo luciferase, ATP luminescence, 8 min; Potency, µM (titrated, usually from 38.3 µM), for inactives: top-dose activity change, negative = inhibition, usual class: inhibitors; actives 0.28% (n = 200,000); AID 1379; also: potency is read from the fitted curve at half-maximal effect; % is scaled to controls: 0 for no effect and ±100 for the full control effect; nearly all actives have a fitted effect of over 60% in size
#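 Compound is pinned into ATP-containing buffer (10 uM ATP, imidazole pH 7.2, 7 mM MgCl2). Kinase-Glo luciferase reagent is then added. Light output is recorded following an 8-min room-temperature incubation.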
# HttQ103 aggreg: reduces HttQ103-GFP aggregates in PC12 cells; actives 1.1% (n = 220,000); PC12 HttQ103-GFP aggregates, Acumen cytometry, 40 h; AID 1688; Potency, µM (top dose mostly 46.1 µM), without a hit: at the top dose activity change, negative = inhibition, usual class: inhibitors; also: potency is read from the fitted curve at half-maximal effect; % is scaled to controls: 0 for no effect and ±100 for the full control effect; nearly all actives have a fitted effect of over 60% in size
#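 Read-out: GFP aggregate count by laser scanning cytometer (488 nm excitation, 500-530 nm emission, 1–25 µm objects >6 SD above background). Cells: PC12, inducible HTTex1-Q103-GFP, 100 nM tebufenozide; compounds titrated.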
# SMN2 splice up: enhancers of SMN2 splice variant expression | HEK293 SMN2-luciferase splicing reporter, luminescence, 30-36 h | Potency, µM (top dose mostly 46.1 µM), for inactives: at the top dose activity change, positive = activation, most hits filed as activators | actives 2.8% (n = 210,000) | AID 1458; also: potency is read from the fitted curve at half-maximal effect; % of control where 0% means no effect; nearly all actives have a fitted effect of over 55% in size
#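 HEK293 cells carry an SMN2 […]–luciferase reporter in which exon 7 inclusion puts luciferase in frame. Cells were plated 10-12 h before compound addition, then incubated 30-36 h at 37C. ONE-Glo luminescence was read; sodium butyrate at 4.5 mM final served as control.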
# CBFb RUNX1 block: blocks binding between human CBF-beta and RUNX1; AlphaScreen CBFb-His/RUNX1-biotin binding, biochemical; Potency, µM (highest dose often 59.8 µM), for the others: top-dose activity, negative = inhibition, actives largely listed as inhibitors; 230,000 tested, under 10 active; also: % of control where 0% means no effect
# Target sequence (Q01196 whole entry, looked up): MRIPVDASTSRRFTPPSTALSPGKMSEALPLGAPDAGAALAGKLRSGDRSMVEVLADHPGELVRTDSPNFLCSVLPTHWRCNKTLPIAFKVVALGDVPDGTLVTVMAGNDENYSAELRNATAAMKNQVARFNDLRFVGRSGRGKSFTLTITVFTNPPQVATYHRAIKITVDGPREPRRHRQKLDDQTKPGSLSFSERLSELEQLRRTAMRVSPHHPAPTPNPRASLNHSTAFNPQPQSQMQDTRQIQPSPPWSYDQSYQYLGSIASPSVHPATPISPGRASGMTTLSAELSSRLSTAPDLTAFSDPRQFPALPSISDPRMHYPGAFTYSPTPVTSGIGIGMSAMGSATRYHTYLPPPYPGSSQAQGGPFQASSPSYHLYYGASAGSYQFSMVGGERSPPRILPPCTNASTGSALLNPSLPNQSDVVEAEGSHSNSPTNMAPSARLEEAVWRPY
# Target sequence (Q13951 whole entry, looked up): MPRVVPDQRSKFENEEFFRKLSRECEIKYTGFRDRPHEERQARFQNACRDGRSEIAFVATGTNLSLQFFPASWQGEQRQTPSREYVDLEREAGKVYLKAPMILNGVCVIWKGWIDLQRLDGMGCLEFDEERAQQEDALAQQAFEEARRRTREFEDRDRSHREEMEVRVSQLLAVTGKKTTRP
#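 Bead-based AlphaScreen assay; binding partners His-tagged CBF-beta and biotinylated RUNX1 at 30 nM each. Compound exposure 15 min after a 20-min protein preincubation; bead step 90 min; all steps at room temperature.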
# IMPase Li cell: membrane-permeable IMPase blocker, potentiated with lithium. CHO-M1 cells, IP1 TR-FRET (IP-One), carbachol + lithium. Potency, µM (series often up to 59.4 µM), inactives show at the top dose activity, negative = IMPase inhibition, actives largely listed as inhibitors. actives 0.35% (n = 210,000). AID 1457;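 also: IP1 builds up when IMPase is blocked and the TR-FRET signal falls; potency is read from the fitted curve at half-maximal effect; plate controls were basal vehicle for no effect and high inhibitor control for full effect; nearly all actives have a fitted effect of over 50% in size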
#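 Readout is a homogeneous TR-FRET IP1 immunoassay (Ex 320, Em 665 and 620), where raised cytosolic IP1 lowers signal. Cells were CHO-M1 treated 30 min at 37C with test compounds plus a little lithium; AC50 values came from Hill-equation fitting.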
# An asterisk follows results filed as active; ? = inconclusive; . = not tested or not shown; [ ] = remark or other dose. Unless noted, calls follow the shape of the dose curve; as a rule, active = well fitted curve in the direction sought with a large enough effect; inconclusive = small, poorly fitted or top-dose-only effect, or another doubt; inactive = no such curve, though single readings can be large; an effect the other way counts as inactive or inconclusive.
SMILES,HTT cytoprotect,Lamin A splicing,KinaseGlo FLuc,HttQ103 aggreg,SMN2 splice up,CBFb RUNX1 block,IMPase Li cell
C[N+](C)(C)CCOP(=O)([O-])OP(=O)(O)OCC1OC(n2ccc(N)nc2=O)C(O)C1O (configuration not stated),12%,.,-10%,.,4%,20%,2%
COc1cccc(-n2nnc(S(=O)(=O)c3ccc(C)cc3)c2N)c1,4%,.,-1%,-9%,-2%,9%,3%
CCn1cc(C(=O)Nc2cccc(C)c2)c(=O)c2ccc(C)nc21,-20%,1%[46 µM],-2%,-2%,-6%,1%,4%
N#Cc1c(/N=C\c2ccc(O)c([N+](=O)[O-])c2)sc2c1CCCC2,-24%,.,1%,-21%,.,-8%,21%
CC(=O)NCC(=O)NC(C(=O)Nc1ccc2c(c1)OCCO2)c1ccccc1 (configuration not stated),0%,-9%,3%,-3%,0%,0%,8%[38.3 µM]
Cc1ccccc1CN(c1ccc(C(=O)Nc2cccnc2)cc1)S(C)(=O)=O,5%,2%,2%,-13%,-13%,2%,24%[38.3 µM]
COCCn1c(=O)c(-c2ccc(OC)cc2)nc2cnc(Oc3cccc(Cl)c3)nc21,-19%,.,-6%,.,0%,.,?
COc1ccc(CC(=O)Nc2cccc(C(=O)NN3C(=O)c4ccccc4C3=O)c2C)cc1,.,-2%,3%,6%,6%,-6%,-4%
O=C(NCC1CCCO1)c1cccnc1Nc1ccccc1F (configuration not stated),10%,5%,11%,-2%,7%,2%,-3%[38.3 µM]
CCOC(=O)N1CCN(C(=O)CN(c2ccc(OC)c(OC)c2)S(C)(=O)=O)CC1,4%,2%,-2%,13%,-9%,3%,-3%[38.3 µM]
CC1(OC(=O)c2cnc3ccccc3n2)C(=O)C=C2C=C(c3ccsc3)OC=C2C1=O (configuration not stated),20%,.,0%,.,7%,-3%,15%
CN(C)C(/C=C/Nc1cccc([N+](=O)[O-])c1)=C(C#N)C#N,9%,-12%[46 µM],2%,25%,5%,-3%,4%
COc1ccc(C2(C(=O)Nc3ccc(C(=O)O)cc3)CCOCC2)cc1,-6%[0.074 µM],2%,0%,-13%,-18%,6%,19%[38.3 µM]
COc1cc(/C=N/NC(=O)c2ccc(CN3C(=O)c4cccc5cccc3c45)cc2)cc(OC)c1O,-37%[10 µM],.,.,28%[9.22 µM],.,28%,.
C(=N\n1cnnc1)/c1ccc(-c2ccccc2)cc1,-13%,?,-4%,8%,-14%,5%,5%[38.3 µM]
COc1ccc(NC(=O)CSc2nnc(Cc3cccn3C)n2-c2ccc(F)cc2)cc1OC,-14%[10 µM],-9%,-1%,-1%,-3%,-26%,27%[38.3 µM]
Cn1c2ccccc2c(=O)c2c(=O)n(Cc3ccco3)c(-c3ccc(F)cc3)nc21,-8%[10 µM],.,.,25%[9.22 µM],.,4%,.
Cc1nn(C)c(C(=O)Nc2ccc(S(=O)(=O)NC34CC5CC(CC(C5)C3)C4)cc2)c1Br,-5%[10 µM],2%,-1%,8%,1µM*,7%,3%
Cc1ccn2c(NC3CCCC3)c(-c3ccsc3)nc2c1,-34%,16%[46 µM],-1%,-9%,-30%[inhibitor],0%,-1%
O=[N+]([O-])c1ccc2c(c1)c1ccccc1n2CCO,6%[10 µM],.,.,-12%[9.22 µM],.,9%,.
COC(=O)c1c(NC(=O)COC(=O)[C@@H](NS(=O)(=O)c2ccccc2)C(C)C)sc2c1CCC2,2%[1.9 µM],?,3%,24%,-20%,-7%,12%
O=S(=O)(c1cccc2ccccc12)N1CCSC1,12%,-6%,2%,-14%,-1%,-2%,23%[38.3 µM]
CCOc1ccc(S(=O)(=O)NC(C)(C)C)cc1-c1nc2c(C(C)(C)C)nn(C)c2c(=O)[nH]1,-62%[inhibitor],?,-1%,?,-6%,11%,24%[38.3 µM]
c1ccc2c(NCCCN3CCOCC3)c3ccccc3nc2c1,-25%[10 µM],?,-3%,-3%[9.22 µM],.,4%,23%
COc1ccc(C(=O)NNC(=O)CSc2nnc(-c3ccc(O)cc3)n2C)cc1,?,.,4%,24%,13%,0%,8%

# (cont.)
SMILES,HTT cytoprotect,Lamin A splicing,KinaseGlo FLuc,HttQ103 aggreg,SMN2 splice up,CBFb RUNX1 block,IMPase Li cell
O=c1cc(O)c2sc3nc4c(c(C(F)(F)F)c3c2[nH]1)CCCCC4,-4%[10 µM],.,.,3%[9.22 µM],.,9%,.
COC(=O)C(NC(=O)CNS(=O)(=O)c1ccc(Br)cc1)c1ccccc1 (configuration not stated),-7%[10 µM],5%[46 µM],0%,-15%,-6%,2%,5%
CCOC(=O)c1cc(=O)c2c([N+](=O)[O-])ccc(OC)c2o1,.,-1%,-3%,2%,6%,7%,-2%
COC(=O)c1cnc(N2CCCN(S(=O)(=O)c3ccc(C(F)(F)F)cc3)CC2)nc1C(F)(F)F,-11%[10 µM],?,.,-7%[9.22 µM],.,9%,.
Cc1cccc(NC(=O)N(C)Cc2cccs2)c1,11%,4%,-1%,6%[9.22 µM],-1%,3%,6%[38.3 µM]
O=C(CSc1ccccn1)Nc1ccc(NC(=O)CSc2ccccn2)cc1,-11%[10 µM],13%[46 µM],-2%,-10%[9.22 µM],-1%,-1%,5%
Cc1ccccc1CN1CCNC(=O)C1CC(=O)O (configuration not stated),-8%,-7%,0%,14%,-1%,11%,12%[38.3 µM]
Cc1cccc(S(=O)(=O)c2c(N)n(/N=C/c3cccnc3)c3nc4ccccc4nc23)c1,-10%[0.074 µM],2%,0%,2%,-5%,4%,-8%[38.3 µM]
COc1ccc(NC(=S)N2CCCC(c3nc4ccc(C)cc4[nH]3)C2)cc1 (configuration not stated),-19%[10 µM],.,0%,-17%[9.22 µM],.,-9%,3%
CCOC(=O)c1c(NCC2CCCO2)c2ccccc2[nH]c1=O (configuration not stated),-7%,13%,-1%,10%,10%,-2%,21%[38.3 µM]
COC(=O)C1=C(C)Nc2ncnn2C1c1ccc(C)o1 (configuration not stated),8%,-9%,4%,19%,13%,7%,4%
CCC(C)(C)NC(=O)CN(C(=O)c1csnn1)c1cccc2c1CCCC2,-46%[inhibitor],.,1%,-7%,-3%,-3%,-10%
O=c1[nH]c2cc3c(cc2cc1CN(Cc1nnnn1C1CCCC1)C1CCCC1)OCCO3,-17%,9%,-3%,-17%,3%,-4%,33%[38.3 µM]
C=CCn1c(NCc2ccc(N(C)C)cc2)nc2ccccc21,-1%[10 µM],-12%,2%,3%,30%,-16%,-3%
O=C(c1ccco1)N1CCN(c2cc(=O)n(C3CCCCC3)c(=O)[nH]2)CC1,-18%,-1%,-1%,0%,-8%,4%,4%[38.3 µM]
COCC(=O)N1CCC2(CCN(Cc3ccncc3)CC2)CC1,?,.,3%,.,5%,.,1%
CCOC(=O)CN1C(=O)C(C)(C)Oc2ccc(C(=O)NC(C)(C)CC)cc21,-1%,4%,-2%,27%,-1%,-3%,-5%[38.3 µM]
COc1ccc(NS(=O)(=O)c2ccc(NC(=O)c3ccc(CN4CCOCC4)cc3)cc2)cc1,-17%[10 µM],?,-6%,-19%[9.22 µM],.,-25%,14%
CCOc1ccc(Nc2nc(Nc3ccc(O)cc3)nc(C)c2[N+](=O)[O-])cc1,-18%[10 µM],12%[46 µM],-2%,4%[9.22 µM],.,-18%,2%
CNS(=O)(=O)c1ccc(N=Cc2c(C)[nH]n(-c3ccc(C)cc3C)c2=O)cc1,-12%[10 µM],?,2%,28%,-2%,6%,-1%
COc1cc2[nH]c(Cl)c([N+](=O)[O-])c2cc1OC,-11%[10 µM],.,.,6%[9.22 µM],.,-8%,.
O=C(c1ccco1)N(c1ccccn1)c1ccccn1,8%,6%,-3%,?,-8%,-6%,25%[38.3 µM]
c1ccc(N2CCN(c3nc4ccccc4n4cnnc34)CC2)cc1,-40%[inhibitor],-7%,-3%,17%,-17%,1%,17%[38.3 µM]
Cc1ccc(C)c(NC(=S)N(C)CCO)c1,7%,-4%[46 µM],0%,-6%,6%,10%,-6%
CN1C(=O)c2ccccc2C(C(=O)NCC2CCCO2)C1c1c[nH]c2ccccc12 (configuration not stated),-2%,?,0%,-6%,17%,1%,-15%[38.3 µM]
O=C1C(C2=NC(c3ccccn3)C3C(=O)N(c4ccc(OC(F)(F)F)cc4)C(=O)C23)=C(O)c2ccccc21 (configuration not stated),-30%[10 µM],.,.,-9%[9.22 µM],.,19%,.
Fc1ccc(-c2cc(C(F)(F)F)nc(NCC3CCCO3)n2)cc1 (configuration not stated),6%,-2%,-4%,-5%,-26%,22%,23%[38.3 µM]

# A section from the list above, for reference:
SMILES,HTT cytoprotect,Lamin A splicing,KinaseGlo FLuc,HttQ103 aggreg,SMN2 splice up,CBFb RUNX1 block,IMPase Li cell
CCOc1ccc(Nc2nc(Nc3ccc(O)cc3)nc(C)c2[N+](=O)[O-])cc1,-18%[10 µM],12%[46 µM],-2%,4%[9.22 µM],.,-18%,2%
CNS(=O)(=O)c1ccc(N=Cc2c(C)[nH]n(-c3ccc(C)cc3C)c2=O)cc1,-12%[10 µM],?,2%,28%,-2%,6%,-1%
COc1cc2[nH]c(Cl)c([N+](=O)[O-])c2cc1OC,-11%[10 µM],.,.,6%[9.22 µM],.,-8%,.
O=C(c1ccco1)N(c1ccccn1)c1ccccn1,8%,6%,-3%,?,-8%,-6%,25%[38.3 µM]
c1ccc(N2CCN(c3nc4ccccc4n4cnnc34)CC2)cc1,-40%[inhibitor],-7%,-3%,17%,-17%,1%,17%[38.3 µM]
Cc1ccc(C)c(NC(=S)N(C)CCO)c1,7%,-4%[46 µM],0%,-6%,6%,10%,-6%
CN1C(=O)c2ccccc2C(C(=O)NCC2CCCO2)C1c1c[nH]c2ccccc12 (configuration not stated),-2%,?,0%,-6%,17%,1%,-15%[38.3 µM]
O=C1C(C2=NC(c3ccccn3)C3C(=O)N(c4ccc(OC(F)(F)F)cc4)C(=O)C23)=C(O)c2ccccc21 (configuration not stated),-30%[10 µM],.,.,-9%[9.22 µM],.,19%,.
Fc1ccc(-c2cc(C(F)(F)F)nc(NCC3CCCO3)n2)cc1 (configuration not stated),6%,-2%,-4%,-5%,-26%,22%,23%[38.3 µM]

# Not a hit list (roughly 4% active in at least one column).
